CFTR F508del cor: correctors of CFTR F508del function in bronchial epithelial cells | activity (quench increase), % at 7.58 µM | 350,000 compounds, 0.36% hits | CFBE cells, YFP halide quenching; stimulated with forskolin plus potentiator P3; % fluorescence drop versus neutral controls | AID 720511;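 active = mean added fluorescence quench of at least 8% versus neutral control, with both replicates also reaching 8%; inconclusive = only one of the mean or replicate conditions met; inactive = mean below 8% and not both replicates reaching 8%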;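 note: cells transiently co-express mutant CFTR-F508del with the halide-sensitive YFP; corrector assay measuring rescue of mutant channel to the surface after 24 h compound exposure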
ERAP1 inh: inhibitors of human ERAP1 aminopeptidase. Q9NZ08. recombinant ERAP1, Leu-AMC fluorescence, 60 min. inhibition, % at 10.7 µM. 340,000 compounds, 0.15% hits. AID 652197;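 active = mean replicate inhibition of at least 30%, or all replicates individually reaching that 30% level; inactive = mean below 30% and not every replicate reaching it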;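 note: 0% = neutral control wells and 100% = L-leucinethiol positive control wells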
SIRT5 inh: inhibitors of human sirtuin-5 desuccinylase | Q9NXA8 | Purified SirT5, succinyl-peptide AMC, trypsin-coupled fluorescence | inhibition, % at 15 µM | 330,000 compounds, 1.1% hits | AID 652115; in the data active = inhibition above about 15%; inconclusive = no clear call, values can overlap the other calls
Target sequence (Q9NXA8 whole entry, looked up): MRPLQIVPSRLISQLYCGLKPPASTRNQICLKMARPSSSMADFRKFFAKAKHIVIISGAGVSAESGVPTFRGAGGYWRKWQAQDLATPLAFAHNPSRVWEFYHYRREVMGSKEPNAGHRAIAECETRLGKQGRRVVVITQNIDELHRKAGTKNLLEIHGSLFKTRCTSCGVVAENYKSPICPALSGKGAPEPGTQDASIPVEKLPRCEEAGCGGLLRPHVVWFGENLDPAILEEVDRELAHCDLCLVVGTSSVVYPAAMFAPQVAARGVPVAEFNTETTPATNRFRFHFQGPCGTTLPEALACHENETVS
DENV2 CPE rescue: DENV2-induced cell death inhibition | DENV2-infected cells, cytopathic effect rescue, plate reader | AID 651640 | 350,000 compounds, 1.7% hits | CPE inhibition, % at 9.99 µM; in the data active = CPE inhibition above about 20%, passing the limit was not always enough; inconclusive = no clear call, values can overlap the other calls; tested in BHK-21 cells;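 note: 0% = median of neutral control wells and 100% = median of positive control wells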
ERp5 block: blocks human ERp5 reductase activity on insulin | Q15084 | 350,000 compounds, 0.05% hits | inhibition, % at 9.99 µM | ERp5 insulin aggregation, absorbance 650 nm, 90 min;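 active = mean replicate inhibition above about 25%, with every replicate also reaching it, limit read from the data, passing the limit was not always enough; inconclusive = only one of those two criteria met; inactive = neither criterion met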
Target sequence (Q15084 whole entry, looked up): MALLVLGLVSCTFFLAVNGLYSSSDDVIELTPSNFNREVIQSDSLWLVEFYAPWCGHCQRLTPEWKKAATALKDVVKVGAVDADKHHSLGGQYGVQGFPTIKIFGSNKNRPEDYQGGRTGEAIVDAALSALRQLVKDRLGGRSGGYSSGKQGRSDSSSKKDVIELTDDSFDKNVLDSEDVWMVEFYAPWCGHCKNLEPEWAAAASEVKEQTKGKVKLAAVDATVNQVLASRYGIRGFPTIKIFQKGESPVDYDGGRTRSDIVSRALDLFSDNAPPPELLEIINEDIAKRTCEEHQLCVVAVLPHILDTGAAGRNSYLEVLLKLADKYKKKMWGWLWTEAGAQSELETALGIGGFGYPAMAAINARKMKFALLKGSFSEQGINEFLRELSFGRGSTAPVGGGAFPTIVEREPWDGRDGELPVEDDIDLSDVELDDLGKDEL
miR-122 sensor: miR-122 inhibition in Huh7 cells; Huh7 miR-122 Renilla luciferase sensor, 48 h; neutral wells = 0, positive control = 100; activation (reporter increase), % at 12.5 µM; 340,000 compounds, 0.3% hits; AID 602342;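 active = mean replicate activation score at least 90 and every replicate individually at or above 90; inconclusive = only one of the two criteria met; inactive = neither criterion met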;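 note: higher luciferase means less miR-122 activity so hits act as miR-122 inhibitors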
Casp6 inh: caspase-6 (human) enzyme inhibition. inhibition, % at 12.5 µM. AID 686996. 350,000 compounds, 0.53% hits. purified caspase-6, Z-VEID-R110 cleavage fluorescence;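 active = mean inhibition across replicates at least about 35%, with every replicate also reaching that limit, limit read from the data; inconclusive = only one of the two criteria met; inactive = neither criterion met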;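 note: 0% = median of neutral control wells and 100% = no fluorescence left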
Target sequence (P55212 24-179 limits assumed): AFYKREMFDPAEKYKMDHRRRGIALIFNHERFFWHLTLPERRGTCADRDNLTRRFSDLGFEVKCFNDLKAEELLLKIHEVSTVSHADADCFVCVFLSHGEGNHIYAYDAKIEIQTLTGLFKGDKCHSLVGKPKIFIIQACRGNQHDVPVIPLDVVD
Target sequence (P55212 194-293 limits assumed): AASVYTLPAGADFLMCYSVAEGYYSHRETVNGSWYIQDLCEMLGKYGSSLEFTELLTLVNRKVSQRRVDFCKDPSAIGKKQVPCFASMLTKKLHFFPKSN
* marks the source's active call; other numbers are inactive results; u = inconclusive; x = no result given; & = joins results of further samples; [ ] = another dose, or the depositor's remark.

SMILES	CFTR F508del cor	ERAP1 inh	SIRT5 inh	DENV2 CPE rescue	ERp5 block	miR-122 sensor	Casp6 inh
CN1CCC(OC(=O)c2cc3cc(Cl)cc(Cl)c3oc2=O)CC1	u	-2	3	2	0	4	0
Cc1ccc(S(=O)(=O)N(C)C)cc1NC(=O)CN1C(=O)NC2(CCCCCCC2)C1=O	0.9	-1	-3	-5	4	5	-1
O=C(C[C@H]1C[C@H]2c3cc(NC(=O)c4ccc5c(c4)OCO5)ccc3O[C@H]2[C@@H](CO)O1)NC1CCCCC1	-1.6	-3	0	0	1	4[16.7 µM]	-1
COc1ccc(-c2ccc3c(c2)O[C@@H](CN(C)C)[C@H](C)CN([C@H](C)CO)S3(=O)=O)cc1	-0.6	0	-1	0	-5	1[16.7 µM]	-1
COC(=O)C1SCC2C(=O)N(Cc3ccccc3)CC(=O)N21 (stereo not given)	0.6	0	-1	-1	-1	6	0
COc1ccc(-c2ccc3c(c2)O[C@H](CN(C)Cc2ccccc2C(=O)O)[C@@H](C)CN([C@@H](C)CO)S3(=O)=O)cc1	1.9	3	-6	15	19	1[16.7 µM]	6
CC1NC(=O)c2cc3ccccc3cc2-n2c1nc1cc(F)ccc1c2=O (stereo not given)	-0.3	5	-5	-1	5	4	2
COc1ccc(C(=O)NCc2nnc(SCC(=O)NC3CCCC3)o2)cc1	0.6	-4	-4	-4	-2	-2	-1
CC(C)CN(CCNC(=O)CC1Oc2ccccc2NC1=O)CC(C)C (stereo not given)	-2.0	x	x	4	3	-2	1
CCOC(=O)c1c(CC(C)C)csc1NC(=O)COC(=O)c1cc(OC)c(OC)cc1[N+](=O)[O-]	-3.3	3	-1	2	1	-11	-1

Next part, starting with the last four of the part before.
SMILES	CFTR F508del cor	ERAP1 inh	SIRT5 inh	DENV2 CPE rescue	ERp5 block	miR-122 sensor	Casp6 inh
CC1NC(=O)c2cc3ccccc3cc2-n2c1nc1cc(F)ccc1c2=O (stereo not given)	-0.3	5	-5	-1	5	4	2
COc1ccc(C(=O)NCc2nnc(SCC(=O)NC3CCCC3)o2)cc1	0.6	-4	-4	-4	-2	-2	-1
CC(C)CN(CCNC(=O)CC1Oc2ccccc2NC1=O)CC(C)C (stereo not given)	-2.0	x	x	4	3	-2	1
CCOC(=O)c1c(CC(C)C)csc1NC(=O)COC(=O)c1cc(OC)c(OC)cc1[N+](=O)[O-]	-3.3	3	-1	2	1	-11	-1
C[C@@H]1CCCCO[C@@H](CN(C)Cc2ccccc2)[C@@H](C)CN([C@@H](C)CO)C(=O)c2cc(NC(=O)Cc3ccccc3)ccc2O1	1.2	2	-1	-7	-3	4[16.7 µM]	1
O=C(c1ccc2ccccc2n1)N1CCN(c2ccccn2)CC1	-1.6	-5	-4	-3	4	-1	7
COC(=O)c1cccc(CC2(C)C(=O)Nc3ccc(OC(F)(F)F)cc32)c1 (stereo not given)	4.4	5	1	-5	2	6	-2
Cc1ccc(C)c(N2CCN(C(=O)C3CCCN(c4ncnc5c4nc4n5CCCCC4)C3)CC2)c1 (stereo not given)	-2.2	-3	12	11	x	x	2
COc1cc(-c2noc(C)c2C(=O)N[C@@H](CO)Cc2ccccc2)cc(OC)c1OC	-2.2	x	x	-2	1	-2	-1
CC(C)NC(=O)N(C)C[C@H]1Oc2cc(C3=CCCCC3)ccc2S(=O)(=O)N([C@@H](C)CO)C[C@@H]1C	-2.2	2	0	7	4	19[16.7 µM]	3
O=[N+]([O-])c1cc(S(=O)(=O)NCCc2ccccn2)ccc1Cl	-3.2	2	-3	6	-5	x	2
c1ccn(-c2ccc(-c3ccn[nH]3)cc2)c1	0.3	3	2	x	4	x	-1
CCC(=O)N[C@H]1C=C[C@H](CC(=O)NCc2ccccc2F)O[C@H]1CO	-0.4	2	1	-4	2	-7[16.7 µM]	-2
Cc1cc(C(=O)NCCN2CCN(c3cccc(Cl)c3)CC2)n(-c2ccccc2)n1	2.6	-1	-1	-1	-3	1	-4
Cc1nn2c(-c3ccc(S(=O)(=O)N4CCN(C)CC4)o3)nnc2c2ccccc12	-2.6	3	-1	-7	8	-4	2
COc1ccc(C)cc1NC(=O)NCc1ccccn1	-0.2	0	-7	-1	8	-10	-3
COC(=O)[C@@]1(Cc2ccc(F)cc2)[C@H]2c3cc(C(=O)N4CCCC4)n(Cc4ccc(Cl)c(C(F)(F)F)c4)c3C[C@H]2CN1C(=O)c1ccccc1	-0.7	x	x	-3	0	x	-4
C[C@H]1CN([C@@H](C)CO)C(=O)c2cc(C#Cc3cccc(F)c3)cnc2O[C@@H]1CN(C)C(=O)C1CCCCC1	-1.7	1	11	11	0	-4[16.7 µM]	1
O=Cc1ccc(OC(=O)c2cccnc2)cc1	x	0	-1	1	4	x	-1
COc1cccc(C=NCCCN=Cc2cccc(OC)c2O)c1O	-4.7	2	-3	-8	2	x	-57
CCN1CCN(CCCN(Cc2ccco2)C(=S)Nc2ccc(C)c(Cl)c2)CC1	1.0	-1	-2	-3	-6	x	-10
O=S(=O)(c1ccc(Cl)cc1)N1CCN(c2ncnc3sccc23)CC1	0.3	2	0	13	9	-5	1
O=C(Cc1ccc([N+](=O)[O-])cc1)Nc1cccc(C(=O)N2CCCCC2)c1	4.2	-1	x	5	1	-1	3
COc1ccccc1NS(=O)(=O)c1cccc(NC(=S)NCCN2CCOCC2)c1	1.5	1	-2	5	-2	x	-3
Cc1cc(N(C)Cc2ccccc2)nc2cc(O)ccc12	-1.3	-212	-22	3	-2	-12	x
O=C(C[C@@H]1C=C[C@@H](NC(=O)c2ccncc2)[C@@H](CO)O1)NCC1CC1	6.1	-3	-4	1	6	-4[16.7 µM]	3
CCOC(=O)COc1cccc2c(=O)n(CC(=O)NCc3ccc(F)cc3)ccc12	u	-2	-6	-4	0	54	2
CCCN(C)C[C@H]1OCCCC[C@@H](C)Oc2ccc(NC(=O)c3ccccc3)cc2C(=O)N([C@H](C)CO)C[C@H]1C	0.4	1	-1	-5	-4	2[16.7 µM]	-6
C#CCN(C#N)c1nc(NCC)nc(NC(C)C)n1	4.6	-3	-11	1	-2	-1	4
CC(C)(C)S(=O)N1Cc2ccc(CO)cc2[C@@H]1CCO (stereo not given in full)	0.8	2	-3	-2	-1	-3	5
CCN1/C(=c2/s/c(=C3/C(=O)N(c4ccccc4)N=C3C)n(CC)c2=O)C=Cc2ccccc21	2.3	-2	-1	-4	2	x	-1
CC(Cc1c[nH]c2ccccc12)NC(=O)OCCCl (stereo not given)	-2.7	-1	-5	-1	7	x	-3
Cn1c(SCC(=O)N2CCc3ccccc32)nnc1C1CC1	x	3	0	x	-1	-4	-2
CC/C(C)=N/Nc1ccc(S(=O)(=O)N2CCCC2)cc1[N+](=O)[O-]	-3.1	-1	x	-1	0	-9	1
CC1=C(C(=O)N(C)C)CC(CC(=O)NCc2cccc3ccccc23)C(=O)N1Cc1ccc(F)cc1 (stereo not given)	-3.2	-2	-1	-14	-5	-1	3
COc1cc(CNc2ccc(S(N)(=O)=O)cc2)ccc1OCc1ccccc1F	0.1	3	-5	-1	-5	-9	2
CC(C)NC(=O)Nc1ccc2c(c1)C(=O)N([C@H](C)CO)C[C@H](C)[C@@H](CN(C)S(=O)(=O)c1ccccc1)OCCCC[C@@H](C)O2	-4.9&2.8	5&-2	-2&0	5&1	1&2	-6	-2&1
Cc1ccc(S(=O)(=O)Nc2ccc(C(N)=O)cc2)cc1[N+](=O)[O-]	-1.2	0	5	5	2	x	x
COC(=O)c1ccc([C@@H](O)[C@H](C)C(=O)CC(=O)OC(C)(C)C)cc1	1.3	-3	38*	2	-2	2	1
CN(Cc1c(F)cccc1Cl)C(=O)CNC(=O)c1cccs1	-3.3	-5	-6	1	1	-3	-1
CCOC(=O)C1(C#N)Cc2ccccc2C1	-3.0	-2	4	-4	0	1	-4
C[C@@H]1CCCCO[C@@H](CN(C)C(=O)Nc2cccc3ccccc23)[C@H](C)CN([C@@H](C)CO)C(=O)c2cc(NS(=O)(=O)c3ccc(F)cc3)ccc2O1	0.4	-3	11	u	0	-10[16.7 µM]	-1
CC(OC(=O)Cc1n[nH]c(=O)c2ccccc12)C(=O)Nc1ccc(F)cc1 (stereo not given)	3.0	4	-3	14	4	x	-1
CCN(c1ccc(N=Cc2c(O)n(Cc3ccc(OC)cc3)c(=O)c3ccccc23)cc1)C(C)C	-1.9	5	-1	6	-8	x	-7
Cc1ccc(NC(=O)c2ccccc2OCC(=O)Nc2ccccc2F)cc1S(=O)(=O)N(C)C	6.2	-1	-3	9	2	49	-5
CCCc1ccc2c(C)cccc2n1	0.5	-1	-1	-5	-6	x	0
CN(C)C(=O)CCc1ccc2c3c([nH]c2c1)[C@]1(C)[C@@H](C(=O)N2CCOCC2)C[C@H](CC(=O)NCCc2ccccn2)C(=O)N1CC3	-1.5	2	-1	4	1	x	-28
O=C(CCn1c2c(c3ccccc31)CCCC2)NNC(=O)c1ccc(Cl)c([N+](=O)[O-])c1	x	10	27*	x	5	x	-2
CCCN(C)C[C@H]1OCCCC[C@@H](C)Oc2ccc(NS(=O)(=O)c3ccc(Cl)cc3)cc2C(=O)N([C@H](C)CO)C[C@@H]1C	-0.9	-3	5	-12	1	8[16.7 µM]	0
CC(=O)Nc1cccc(-c2csc(C(O)c3ccc(F)cc3)n2)c1 (stereo not given)	-1.6	2	1	-4	0	3	2
CN(CC(=O)NCCc1ccc(S(N)(=O)=O)cc1)S(=O)(=O)c1cccc2nsnc12	1.3	1	0	2	3	1	1
CCOC(=O)[C@]12CCCC=C1N(Cc1ccc3c(c1)OCO3)C(=O)[C@H](CC(=O)NCC1CCCCC1)C2	0.5	0	1	6	2	x	1
COC(=O)Cc1ccc(NC(=S)NCc2ccc(S(N)(=O)=O)cc2)cc1	2.9	-3	-3	-4	0	x	x
C[C@@H]1CCCCO[C@@H](CN(C)Cc2ccc(Cl)c(Cl)c2)[C@@H](C)CN([C@H](C)CO)C(=O)c2cc(NC(=O)Nc3ccc4c(c3)OCO4)ccc2O1	-2.0	0	-2	6	-3	-3[16.7 µM]	0

Sorted by value in Casp6 inh (smallest number first): some entries from above
| mol | Casp6 inh |
| --- | --- |
| CN(C)C(=O)CCc1ccc2c3c([nH]c2c1)[C@]1(C)[C@@H](C(=O)N2CCOCC2)C[C@H](CC(=O)NCCc2ccccn2)C(=O)N1CC3 | -28 |
| O=C(CCn1c2c(c3ccccc31)CCCC2)NNC(=O)c1ccc(Cl)c([N+](=O)[O-])c1 | -2 |
| CCOC(=O)[C@]12CCCC=C1N(Cc1ccc3c(c1)OCO3)C(=O)[C@H](CC(=O)NCC1CCCCC1)C2 | 1 |

Additional results follow.
SMILES	CFTR F508del cor	ERAP1 inh	SIRT5 inh	DENV2 CPE rescue	ERp5 block	miR-122 sensor	Casp6 inh
COc1ccc(C(=O)Nc2cc(C)c3c(=O)oc4ccccc4c3n2)cc1	-0.2	2	x	-8	0	-3	-5
O=C(Cc1cccs1)Nc1ccc(F)c(S(=O)(=O)N2CCOCC2)c1	3.3	-1	2	-2	-6	10	5
CNC[C@@H]1Oc2ccc(NC(=O)Nc3ccccc3)cc2CC(=O)N([C@@H](C)CO)C[C@H]1C	-1.5	2	-2	u	0	8[16.7 µM]	-3
CN(C)/C=N/C(=S)Nc1ccc(Cl)cc1	2.9	7	11	-4	-1	1	-2
CCC(=O)N[C@H]1C=C[C@@H](CC(=O)NCc2cc(F)cc(F)c2)O[C@H]1CO	-2.1	0	1	8	10	x	2
COCC(=O)Nc1ccc2c(c1)[C@@H]1C[C@H](CC(=O)NCCN3CCCCC3)O[C@@H](CO)[C@@H]1O2	-3.0	-2	0	-5	-8	-2[16.7 µM]	1
Cc1cnc(C(=O)OCC(=O)Nc2ccc(OCc3ccccc3)cc2)cn1	-3.3	-1	-3	0	-2	-5	-2
CCCNC(=O)N1C[C@@H](O)COC[C@@H]2O[C@@H](CC(=O)N3CCCCC3)CC[C@H]21	-0.5	1	-3	10	7	0[16.7 µM]	-3
C[N+](C)(C)CC(O)CC(=O)O (stereo not given)	-4.6	0	3	-2	-2	0	1
Cc1ccc2nc3n(c(=O)c2c1)-c1ccc(Cl)cc1C(=O)NC3CC(C)C (stereo not given)	-0.2	-3	x	77*	7	x	-8
Cc1cc(S(=O)(=O)NCc2ccccc2)ccc1OCC(=O)N1CCCC1	0.3	-5	-1	9	5	x	2

Screening results (PubChem)
